DSG3 Ab inh = inhibitors of pemphigus antibody binding to DSG3, primary screen, biochemical, bead-based, flow cytometry, scFv-GFP; Desmoglein-3 (Homo sapiens), P32926; DSG3-coupled beads, scFv-anti-DSG3-GFP binding; hits give low values; binding (percent of control), % at 10 µM; hit rate 0.48% among 310,000; AID 588358, 2011;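 active means binding more than 3 SD below its plate's average and above zero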;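 further: hits lower antibody fragment binding to DSG3; some compounds called inactive have numbers as strong as hits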
Target sequence (P32926 whole entry, looked up, the tested form may be a part): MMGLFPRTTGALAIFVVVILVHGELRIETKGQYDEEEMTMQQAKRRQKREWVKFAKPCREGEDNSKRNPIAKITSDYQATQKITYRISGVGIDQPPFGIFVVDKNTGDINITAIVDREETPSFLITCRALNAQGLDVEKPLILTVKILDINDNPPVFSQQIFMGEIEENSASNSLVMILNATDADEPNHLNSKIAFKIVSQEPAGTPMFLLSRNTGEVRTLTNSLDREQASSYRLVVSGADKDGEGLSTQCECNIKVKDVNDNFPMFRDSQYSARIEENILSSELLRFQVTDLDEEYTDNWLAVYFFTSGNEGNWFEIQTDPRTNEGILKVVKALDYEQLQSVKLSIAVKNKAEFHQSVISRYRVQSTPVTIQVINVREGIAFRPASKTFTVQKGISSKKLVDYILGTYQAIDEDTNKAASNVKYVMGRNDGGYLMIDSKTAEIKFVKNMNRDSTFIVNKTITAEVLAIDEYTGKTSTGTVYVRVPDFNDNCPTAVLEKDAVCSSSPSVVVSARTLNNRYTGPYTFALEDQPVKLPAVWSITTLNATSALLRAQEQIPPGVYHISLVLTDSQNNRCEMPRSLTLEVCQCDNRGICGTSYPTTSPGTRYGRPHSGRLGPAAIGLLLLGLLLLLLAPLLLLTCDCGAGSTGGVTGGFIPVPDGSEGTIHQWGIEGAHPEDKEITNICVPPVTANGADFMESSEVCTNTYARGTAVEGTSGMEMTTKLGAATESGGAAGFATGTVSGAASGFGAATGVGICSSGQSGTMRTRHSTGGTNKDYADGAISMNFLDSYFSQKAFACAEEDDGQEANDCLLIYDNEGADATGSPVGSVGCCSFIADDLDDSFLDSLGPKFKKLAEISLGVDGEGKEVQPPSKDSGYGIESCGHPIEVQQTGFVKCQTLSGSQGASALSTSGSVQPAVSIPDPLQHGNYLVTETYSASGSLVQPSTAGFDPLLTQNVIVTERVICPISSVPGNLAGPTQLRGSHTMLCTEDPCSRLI
HTR5A ag = HTR5A agonists in luminescence cell assay, primary screen, counter-screen for OPRM1-OPRD1 heterodimer agonist project, full-deck HTS. activation, % at 9.3 µM. cell-based. hit rate 0.61% among 340,000. AID 504692, 2011. 5-hydroxytryptamine receptor 5A (Homo sapiens), P47898; in the data active means activation mostly above about 9.5%, no sharp cut-off; inactive means mostly below about 7.6%;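 further: 0% = cells with vehicle only and 100% = reference agonist; strong numbers were not always called active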
HTR5A inv ctr = HTR5A inverse agonists in luminescence cell assay, primary screen, counter-screen for OPRM1-OPRD1 heterodimer inverse agonist project, full-deck HTS. HTR5A cell line, inverse agonism. inhibition, % at 9.3 µM. hit rate 0.083% among 340,000. AID 504634, 2011; in the data active means inhibition mostly above about 23%, no sharp cut-off; inactive means mostly below about 18%;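 further: 0% = cells with DMSO and 100% = no-cell wells with DMSO; some compounds called inactive have numbers as strong as hits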
MOR-DOR ag = agonists of OPRM1-OPRD1 heterodimerization, primary screen, cell-based, luminescence | Mu-type opioid receptor (Homo sapiens) + Delta-type opioid receptor (Homo sapiens), … | cells | activation, % at 9.3 µM | hit rate 0.3% among 340,000 | AID 504326, 2011; in the data active means activation above about 18%;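 further: 0% = vehicle-treated cells and 100% = reference agonist; values of inactives mirror those of a sister screen read the other way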
OPRM1-OPRD1 inv = inverse agonists of MOR-DOR heterodimerization, primary screen, cell-based, luminescence; Mu-type opioid receptor (Homo sapiens) + Delta-type opioid receptor (Homo sapiens), …; cell-based MOR-DOR heterodimer luminescence, inverse agonism; inhibition, % at 9.3 µM; hit rate 0.21% among 340,000; AID 504357, 2011; in the data active means inhibition above about 22%, passing the limit was not always enough;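 further: 0% = cells with DMSO and 100% = wells without cells with DMSO; values of inactives mirror those of a sister screen read the other way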
V-ATPase pH = regulators of yeast V-ATPase proton pumping, primary screen, pHLuorin cytosolic pH fluorescence | S. cerevisiae | response, % at 10 µM | hit rate 0.37% among 350,000 | AID 504577, 2011; in the data active means response mostly above about 7.3%, no sharp cut-off; inactive means mostly below about 5.4%; further: actives read high; inactives centre near 0; some compounds called inactive have numbers as strong as hits; reference of the scale not given here
PKA-R2B act = activators of PKA-R2B holoenzyme, primary screen, biochemical, fluorescence polarization, Cy5-IP20, human; cAMP-dependent protein kinase catalytic subunit beta (Homo sapiens) + cAMP-dependent …; PKA-R2B holoenzyme dissociation; R2B truncated from residue 108, S112A mutant; 0% DMSO only, 100% 113 µM cGMP; activation, % at 11.4 µM; hit rate 0.079% among 340,000; AID 504700, 2011;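 active means activation above a cutoff set at the mean over all compounds plus 3 SD, cut at about 18% in these data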;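 further: higher means more holoenzyme dissociation and a rise in polarization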
DAGLB inh = DAGLB lipase inhibitors, primary screen, biochemical, fluorescence, HTS. Diacylglycerol lipase-beta (Homo sapiens), Q8NCG7. HEK293T DAGLB membrane lysate, EnzChek fluorogenic substrate. inhibition, % at 5.17 µM. hit rate 0.059% among 340,000. AID 504411, 2011; in the data active means inhibition above about 34%;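 further: 0% = enzyme with vehicle and 100% = wells lacking enzyme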
Arr AP2 block = inhibitors of beta-arrestin/AP2 binding, primary screen, biochemical, GPCR trafficking, flow cytometry; beta-arrestin 1 C-terminal peptide binding to AP2 beta2-adaptin appendage (human); inhibition, % at 10 µM; FITC-arrestin peptide / GST-AP2 beads; AP2 beta2 appendage carries R879A mutation; hit rate 0.31% among 340,000; AID 504490, 2011;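 active means inhibition above a set limit, near 3 SD of compounds lacking own fluorescence, cut at about 54% in these data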;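 further: plate controls were DMSO wells for no effect and 5 µM unlabelled arrestin peptide for full effect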
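system = GST-tagged AP2 beta2-adaptin appendage (R879A) on 4 µm glutathione beads | reagent = FITC-labelled arrestin peptide probe, 50 nM final | schedule = compound with beads 12 min RT, then probe 1 h RT | signal = HyperCyt-sampled flow cytometry, FL1 channel, ex 488/em 535 nm | read-out = percent response from loss of bead-bound FITC fluorescence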
PKA-R1A activ = activators of PKA-R1A holoenzyme, primary screen, biochemical, fluorescence polarization, Cy5-IP20, bovine R1A, mouse PKAc | cAMP-dependent protein kinase type I-alpha regulatory subunit (Bos taurus) + … | PKA-R1A dissociation; scaled: DMSO 0%, 113 µM cGMP 100% | activation, % at 11.4 µM | hit rate 0.083% among 340,000;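 active means percent activation above the mean of all tested compounds plus 3 SD, cut at about 19% in these data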;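 further: higher means more PKAc released from R1A so a rise in polarization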
Active calls of the source: *; / = not tested or not shown.

mol	DSG3 Ab inh	HTR5A ag	HTR5A inv ctr	MOR-DOR ag	OPRM1-OPRD1 inv	V-ATPase pH	PKA-R2B act	DAGLB inh	Arr AP2 block	PKA-R1A activ
S=C(NCc1ccco1)NCC1CCCO1 (configuration not stated)	97	9	-25	-1.2	6	1	-12	1	-2	-3
CCOC(=O)c1nn(-c2ccccc2F)c(-c2ccccc2)c1C(=O)c1ccccc1	117	2	1	-2.5	14	-2	4	-6	3	-4
CCOC(=O)N1CCC(N2CCN(S(=O)(=O)c3ccc(NC(C)=O)cc3)CC2)CC1	106	4	3	0.9	-5	9	9	-1	13	-1
COc1cccc(NC(=O)c2sc3nc(N4CCOCC4)c4c(c3c2N)CCCC4)c1	98	4	-9	-3.6	18	-4	-3	0	11	-8
O=c1cc(O)n(-c2ccc(F)cc2)c(=S)[nH]1	95	8	-19	-2.3	12	3	2	4	-10	2
COc1ccc2[nH]c(=O)c(CN(CCc3ccccc3)C(C)=O)cc2c1	99	-4	34	0.8	-4	10	-9	0	26	1
Cn1ncc2c(O/N=C(\N)c3ccc(C(F)(F)F)cc3)ncnc21	122	48*	1	39*	-196	0	1	-9	10	-4
O=C(c1ccc(-n2c(SCc3cc(F)ccc3F)nc3ccccc3c2=O)cc1)N1CCOCC1	87	1	5	-3.4	17	2	-6	-1	-1	-12
COc1ccc(NC(=O)CSc2nnc(-c3ccccc3F)n2C2CC2)cc1S(N)(=O)=O	98	-5	13	1.3	-6	10	2	-2	23	2
CC(C)Cc1nnc(NC(=O)CCC(=O)NC2CC2)s1	109	-5	3	-3.4	18	1	-14	0	-20	-3
O=C(CN(Cc1ccc(Br)cc1)S(=O)(=O)c1ccccc1)NCC1CCCO1 (configuration not stated)	103	9	-21	-3.0	17	-7	-2	1	17	1
ONC(=Nc1ccccc1)c1ccc(Cl)cc1	98	0	-14	3.9	-18	4	-8	0	1	-1
COc1cc(-n2c(-c3ccccc3)n[nH]c2=S)c(OC)cc1Cl	86	1	-12	-2.0	13	2	-7	0	4	12
CCCC(=O)Nc1ccc(Cl)c(NC(=O)C(C)(C)C)c1	95	1	7	-0.1	1	-1	-2	1	31	-11
O=C(Cn1cnc2c(cnn2-c2ccc(F)cc2)c1=O)N1CCN(c2ccccc2)CC1	120	-3	-9	-0.8	4	-3	-6	1	20	2
Cc1cc(C(=O)OCC(=O)Nc2ccccc2)c(C)o1	128	-2	7	1.1	-6	16	4	-2	32	-7
OCCSc1nncn1/N=C/c1c[nH]c2ccccc12	96	2	16	-1.7	10	0	3	1	3	0
COc1ccc(CNC(=O)c2coc(=O)c3ccccc23)cc1	104	1	-2	-3.0	16	-1	5	2	24	-3
Cc1ccc(-n2c(SCC(=O)OC(C)C)nnc2-c2ccccn2)cc1	93	-3	0	-1.4	7	1	-10	-1	0	-6
COc1cccc(C(c2c(C)[nH]n(-c3ccccc3)c2=O)c2c(C)[nH]n(-c3ccccc3)c2=O)c1OC	102	-2	6	-0.7	4	2	-11	2	25	-14
CCCNC(=O)NS(=O)(=O)c1cnccc1Sc1ccc(Cl)cc1	/	1	-3	-1.0	4	-1	-7	3	6	2
O=C(NC1=NCCS1)Nc1ccccc1	/	6	-12	-2.7	17	6	-1	1	26	-1
Cc1nc(S/C(=C/c2ccc(-c3ccc(C(=O)O)cc3)o2)C(=O)O)n[nH]1	89	0	6	-3.8	20	-1	10	0	-4	-2
CCOC(=O)c1c(NC(=O)C2CCN(S(=O)(=O)c3ccc(Cl)cc3)CC2)sc2c1CCCC2	89	3	8	-2.5	13	1	11	-3	1	-8
COc1ccc2c(c1)cc(C(=O)N[C@@H](CCSC)C(=O)N1CCC(C(=O)O)CC1)n2C	92	0	1	0.8	-4	-1	6	0	-3	-5
COc1ccc(N2CCCC2)c(NC(=O)c2ccc(Br)o2)c1	109	6	-15	2.7	-15	0	0	-2	64*	-5
CC/C(=N/NC(=O)CNc1ccc(Cl)cc1C)c1ccccc1	100	-2	5	3.3	-24	-2	-12	-3	-1	-14
C=C(C)c1cccc(C(C)(C)NC(=O)NCCCN2CCCC2=O)c1	124	-2	-3	-3.6	17	-1	4	-1	-4	-3
O=C(Cc1cccs1)Nc1nnc(SCc2ccc(Br)cc2)s1	93	4	-13	-0.1	0	-1	6	2	7	3
COC(=O)Cc1ccc(NC(=S)N2CCCCC2C)cc1 (configuration not stated)	105	6	22	-0.5	3	1	4	1	57*	7
Cc1ccc(NC(=O)CSc2nnc(-c3cnccn3)n2Cc2ccco2)cc1C	106	-1	-3	-1.7	10	1	-1	-2	23	1
CCOC(=O)C1CCN(C(=O)COC(=O)CSc2ccc(C(N)=O)cc2[N+](=O)[O-])CC1	99	-2	-2	-3.6	19	-1	-2	0	7	3
COc1ccc(C2CC(c3cccs3)=Nc3ccccc3S2)cc1OC (configuration not stated)	98	0	17	-2.9	17	1	-8	-3	24	-4
COc1ccc(/C=C/C(=O)N(C)Cc2cccs2)cc1S(=O)(=O)N1CCOCC1	84	-1	-26	-1.6	7	0	-5	1	20	-1
CN1CCN(C(=S)NC(=O)c2ccco2)CC1	102	-2	2	-1.3	6	11*	2	0	2	5
COc1ccc(C(=O)COC(=O)c2nn(C)cc2Cl)cc1	110	-3	10	-1.4	8	3	-4	-2	9	6
CN(CCc1ccccc1)C(=O)c1cccc(NC(=O)Cc2cccc(NC(=O)C3CCCN(S(=O)(=O)c4cccc([N+](=O)[O-])c4)C3)c2)c1 (configuration not stated)	105	0	1	4.8	-23	0	-3	-1	3	-11
CC(=O)NC(Cc1c[nH]c2ccccc12)C(=O)NCc1ccco1 (configuration not stated)	103	1	-16	-0.2	1	1	-8	-1	-2	2
COc1cc(OC)cc(C(=O)N[C@H](C(=O)NCc2cccs2)C(C)C)c1	92	-2	4	-2.4	11	1	-6	-1	30	-5
CC(=O)Nc1c(Cl)cc2c(c1Cl)Cc1ccccc1-2	125	1	-4	1.1	-6	5	-2	-1	0	-4
COc1ccc(C(=O)N2CCCC(c3nc(-c4ccc(OC)c(OC)c4)no3)C2)c(OC)c1 (configuration not stated)	/	-1	-16	-1.4	8	2	-6	0	17	-7
COc1cc(NC(=O)CSc2nc3ccccc3c(=O)n2C)ccc1NC(=O)c1ccco1	/	-2	-12	4.2	-23	-1	-8	2	12	3
CCn1nnnc1SCC(=O)N1CCOCC1	94	-3	23	-2.3	14	0	1	2	2	-4
COc1ccccc1C(=O)NNC(=O)c1ccc2ccccc2c1	101	4	9	-2.3	11	-3	-7	0	0	-8
O=C(O)C(Cc1ccccc1)NS(=O)(=O)c1ccc(Cl)cc1 (configuration not stated)	98	4	-14	-2.3	12	-3	5	2	0	3
Cc1ccccc1OCCCn1c(CO)nc2ccccc21	/	1	-2	-2.5	11	-3	2	-3	3	1
O=C(N/N=C/C1CC2CCC1C2)c1ccc2c(c1)OCO2 (configuration not stated)	95	2	12	-0.2	1	1	5	1	0	6
Cc1ccc(F)cc1NC(=O)c1sc2ncn(CC(=O)N3CCN(c4ccccn4)CC3)c(=O)c2c1C	103	-1	-8	-3.8	20	-4	-8	-1	-11	-25
Cc1ccc(NC(=S)NCc2ccc(S(N)(=O)=O)cc2)c(C)c1	102	-5	14	-1.7	10	0	-3	-2	0	0
CS(=O)(=O)N1CCN(c2ccc(NC(=O)CSc3nnc(-c4ccco4)o3)cc2)CC1	26	-4	1	-3.5	16	-1	-6	1	8	12
CC(C)N(CCC#N)C(=O)Nc1ccc2c(c1)CCO2	/	1	13	-1.4	7	2	-4	0	23	0
COc1ccccc1OCC(=O)Nc1ncc(C)s1	/	9	-26	-3.9	16	1	0	1	4	-12
CN(C)c1nc(-c2cccnc2)nc(-c2ccccc2)c1C#N	89	-3	13	2.5	-11	0	3	0	28	-2
CC(=O)Nc1ccc(NC(=O)c2ccc(-c3ccccc3Cl)o2)cc1	100	-4	-29	-0.4	2	-2	-8	2	5	-7
COc1ccc(NC(=O)COC(=O)CCc2ccc(S(=O)(=O)N3CCOCC3)cc2)cc1Cl	128	-2	8	-0.9	5	0	-2	-4	10	-14
CCC(C)(C)NC(=O)C(c1ccc(C)o1)N(C(=O)c1csnn1)c1cccc(F)c1 (configuration not stated)	/	6	3	0.9	-5	4	2	1	3	2
COc1cc(C)nc(NCc2ccccc2)n1	99	0	-5	-3.7	20	0	-4	-2	2	-1
O=C(CCc1ccc(S(=O)(=O)NC2CCCCC2)cc1)NCc1cccnc1	92	9	-23	0.9	-5	-1	7	-2	3	-4
CC(C)CNC(=O)[C@H](Cc1ccccc1)NC(=O)c1ccco1	97	3	3	-1.6	9	-1	9	2	0	-3
COc1ccc2cc(C(=O)NCc3ccccc3)c(=Nc3ccc(C(=O)O)cc3)oc2c1	97	-2	-4	-0.9	4	2	0	2	18	-2

Continued.
mol	DSG3 Ab inh	HTR5A ag	HTR5A inv ctr	MOR-DOR ag	OPRM1-OPRD1 inv	V-ATPase pH	PKA-R2B act	DAGLB inh	Arr AP2 block	PKA-R1A activ
COCCOC(=O)N/C=C\c1nc2ccccc2c(=O)[nH]1	/	6	4	-0.1	1	3	-10	-1	11	10
CCN(CC(=O)NCc1ccc(Cl)cc1)C(=O)c1cc(OC)cc(OC)c1	100	2	-6	-0.3	2	0	5	1	-6	8
Cn1c(CCC(=O)OCC(=O)Nc2ccc(Oc3ccccc3)cc2)nc(=O)c2ccccc21	82	-1	4	2.0	-15	-1	-2	-1	16	-2
COC(=O)Cc1[nH]n(-c2ccccc2)c(=O)c1C(C)=Nc1ccccc1	105	0	-4	1.3	-6	2	0	3	20	11
CN(C)CCCNC(=O)/C(=N\O)c1ccccc1	/	1	-6	-1.7	11	2	0	-2	18	-6

From PubChem BioAssay
